A549 viability: kills or reduces viability of A549 cells in Nrf2 counter-screen. A549 ARE-Fluc cells, CellTiter-Fluor viability, 18-24 h. Potency, µM (titrated, usually from 46 µM), without a hit: at the top dose activity change, negative = cytotoxicity, most hits filed as inhibitors. hit rate 0.16% among 390,000. AID 504648; note: potency is the fitted concentration of half-maximal effect; % is set by controls: 0 for no effect and ±100 for the full control effect
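A549 ARE_Fluc cells in 5% FBS OPTI-MEM were exposed to compounds in concentration-response for 18-24 h at 37 deg C. Viability was read by CellTiter-Fluor fluorescence (Ex 405/Em 525) after 30 min, before the luciferase read.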
TGFb inhibitor: blocks TGF-b signaling | hit rate 1.2% among 410,000 | HepG2 CAGA-GFP TGF-b/SMAD3 reporter, GFP fluorescence, 18 h; TGF-beta stimulated, 500 pg/mL final | Potency, µM (doses to about 46.1 µM), for the others: at the highest dose activity, negative = inhibition, hits mostly inhibitors | AID 588855; note: potency is the fitted concentration of half-maximal effect; % is set by controls: 0 for no effect and ±100 for the full control effect; nearly all actives have a fitted effect of over 65% in size
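GFP signal (ex488/em500-530) from TGF-beta-stimulated HEPG2 CAGA-GFP cells, 500 pg/mL final, 18 h at 37 degrees C in DMEM plus 1% FBS, normalized to unstimulated and DMSO-stimulated controls.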
Nrf2 ARE act: Nrf2 pathway activation. AREc32 ARE-luciferase reporter (MCF7-derived line), luminescence, 24 h. Potency, µM (series often up to 46.1 µM), inactives show top-dose activation, most hits filed as activators. hit rate 0.31% among 410,000; note: potency is the fitted concentration of half-maximal effect; % of control where 0% means no effect; nearly all actives have a fitted effect of over 65% in size
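For detection, Steady-Glo was added and plates sat 30 min at RT; before that, AREc32_Fluc cells grown overnight in OPTI-MEM/5% FBS had been treated with 23 nL compound for 24 hr at 37 deg C.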
HepG2 tox: counter-screen for TGF-b inhibitors: cytotoxicity in HepG2 cells. HepG2 CAGA-GFP viability, ATP luminescence, 18 h. Potency, µM (series often up to 46.1 µM), without a hit: top-dose activity change, negative = cytotoxicity, usual class: cytotoxic. hit rate 0.76% among 410,000. AID 588856; note: potency is the fitted concentration of half-maximal effect; some results filed as inactive show a strong effect at the top dose
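CellTiter-Glo luminescence gave cytotoxicity after 18 hours at 37 degrees C. The cells were HepG2 CAGA-GFP in 1% FBS DMEM, stimulated with 500 pg/mL TGF-beta after compound addition. %Activity was normalised to no-cell wells (complete cell-killing) and DMSO (no toxicity), and curves were fitted and classified.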
S2 tox: reduces viability in counter-screen for ATXN expression inhibitors; Potency, µM (titrated, usually from 56.7 µM), actives largely listed as cytotoxic; hit rate 0.49% among 400,000; AID 651635; S2 cells (HEK-293 line with an ATXN2-luciferase reporter) viability, CellTiter-Fluor protease fluorescence, 24 h; note: potency is the fitted concentration of half-maximal effect; nearly all actives have a fitted effect of over 40% in size
Nrf2 block: inhibitors of Nrf2 signaling; A549 ARE-Fluc reporter, luciferase luminescence, 18-24 h; Potency, µM (series often up to 46 µM), without a hit: at the highest dose activity change, negative = inhibition, actives largely listed as inhibitors; hit rate 2.1% among 360,000; AID 504444; note: potency is the fitted concentration of half-maximal effect; % is set by controls: 0 for no effect and ±100 for the full control effect; nearly all actives have a fitted effect of over 60% in size
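Cells were seeded and rested 2 h, then exposed to compounds for 18-24 h. CellTiter-Fluor was read first as a viability measure. BugLite was added 15 min before the final luminescent read of ARE-luciferase activity in A549 cells.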
Akt phos inh: inhibitors of Akt phosphorylation. activity change, % for hits at 50 µM. Neuro2A IGF-stimulated pAkt S473 HTRF, 20 min; stronger effect = lower value. hit rate 0.32% among 360,000. AID 651550; in the data active = activity change below about -80%; inconclusive = mostly about -51% to -80%; note: % is set by controls: 0 for no effect and ±100 for the full control effect
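Single-point screen (50 µM final compound) in Neuro2A cells stimulated 20 min with 6 nM IGF at 37 deg C. After lysis, Ser473-phosphorylated Akt read by HTRF (ex 330 nm, em 615/665 nm) as the 665/615 ratio.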
CCT modulator: changes cytosolic chaperonin activity; purified chaperonin ATPase assay, HTRF ADP detection, 30 min; AID 651819; activity change, % (concentration not given with the values), hits read low; hit rate 0.3% among 360,000; in the data active = activity change below about -30%; note: % is set by controls: 0 for no effect and ±100 for the full control effect
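ATPase activity: ADP formed was measured by HTRF Transcreener (665/615 nm ratio) after 30 min at 37 deg C with 10 uM ATP. Compounds screened at one 76 uM concentration against 40 or 20 nM TRiC in Tris pH 7.4/KCl/MgCl2/DTT buffer.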
MmCpn inh: M. maripaludis TRiC chaperonin inhibition; purified Mm-Cpn ATPase, ADP Transcreener TR-FRET; Potency, µM (top dose mostly 76.9 µM), for the others: at the top dose activity, negative = inhibition, most hits filed as inhibitors; hit rate 0.031% among 330,000; note: potency is the fitted concentration of half-maximal effect; % is set by controls: 0 for no effect and ±100 for the full control effect; nearly all actives have a fitted effect of over 80% in size
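Compound-treated chaperonin, 25 nM final, turns over 10 uM ATP at 37°C for 30 min following a 10 min preincubation; ADP generated competes with ADP-d2 for Eu-cryptate antibody, lowering FRET.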
Numbers without * were called inactive; i = inactive; ? = inconclusive; . = not tested or not shown; [ ] = dose if it differs, or a comment. Unless noted, calls come from the whole dose curve; as a rule, active = well fitted curve in the direction sought with a large enough effect; inconclusive = small, poorly fitted or top-dose-only effect, or another doubt; inactive = no such curve, though single readings can be large; an effect the other way counts as inactive or inconclusive.

SMILES | A549 viability | TGFb inhibitor | Nrf2 ARE act | HepG2 tox | S2 tox | Nrf2 block | Akt phos inh | CCT modulator | MmCpn inh
COc1ccc(Cl)cc1C(=O)NNC(=O)CCNC(=O)c1ccccc1 | . | ? | 1.0% | 4% | i | . | i | -3.3 | .
Cc1cccc(-c2nn3c(=O)cc(CN4CCN(C(=O)/C=C/c5ccccc5)CC4)nc3s2)c1 | -14% | ? | 14% | -13% | i | . | . | . | .
Cc1ccc(OCC(=O)c2c(N)n(C)c(=O)n(C)c2=O)c([N+](=O)[O-])n1 | -1% | -11% | -0.1% | -16% | i | ? | i | -1.2 | -2%
Cn1c(=O)[nH]c(=O)c2c1nc(SCC(N)=O)n2Cc1cccc(Br)c1 | 1% | -7% | 21% | -18% | i | 1% | i | -0.4 | -1%
O=C(COc1ccccc1)N=C1SC2CS(=O)(=O)CC2N1c1ccc(F)cc1 (centres undefined) | 1% | 1% | -0.9% | 7% | i | -21% | i | 0.5 | -3%
O=C(c1ccc2c(=O)n3c(nc2c1)CCCCC3)N1CCN(C(c2ccccc2)c2ccccc2)CC1 | -17% | ? | -0.5% | 5% | ? | 21µM* | i | 1.9 | -18%
O=C(CCSCc1ccc(Cl)cc1)NCc1cccs1 | -6% | 8% | 0.4% | -28% | ? | -8% | i | 0.8 | 0%
CN1CCCN(C(=O)C2CCC(C(=O)N3CCCN(C)CC3)CC2)CC1 (centres undefined) | 7% | 14% | -0.4% | 8% | i | -8% | i | 0.3 | -2%
COc1ccc(Cc2nc3ccccc3n2CC(=O)N/N=C/c2ccccc2)cc1OC | 0% | 10% | -0.5% | 8% | i | -7% | i | -6.1 | -3%
COc1ccc(-c2csc3ncnc(N4CCN(c5ccccc5O)CC4)c23)cc1 | -20% | -6% | 3.6% | -15% | i | ? | i | 0.0 | 4%
COc1cc(OC)cc(C(=O)Nc2cc(C)nn2-c2ccccc2)c1 | 1% | 5% | -1.3% | 2% | i | -14% | i | 1.4 | 1%
O=C(O)C1=CCCN(CCON=C(c2ccccc2)c2ccccc2)C1 | -3% | -7% | -0.2% | 5% | i | -11% | i | -1.9 | 0%
CNS(=O)(=O)c1cc(-c2nnc(Nc3cc(C)ccc3C)c3ccccc23)ccc1C | -5% | ? | 5.8% | -25% | i | ? | . | . | .
Cc1ccc(NC(=O)N(CCC(=O)O)Cc2ccccc2)cc1 | 1% | -3% | 0.4% | -20% | i | -2% | i | -3.0 | -5%
Cc1ccc(NC(=O)c2ccc(S(=O)(=O)NCc3ccco3)cc2)nc1 | -14% | -5% | -0.3% | 4% | ? | 17% | i | -0.9 | -4%
C=CCOc1ccc(/C(O)=C2/C(=O)C(=O)N(CCN3CCOCC3)C2c2ccc(C)cc2)cc1 (centres undefined) | -3% | 3% | -0.6% | -6% | ? | 2% | i | 0.4 | 1%
CC(=O)Oc1ccc(OC(C)=O)c(SCCCCCN2CCOCC2)c1 | -15% | 16µM* | 0.6% | -81% | ? | 5% | i | 0.5 | -1%
COc1cc2c(c(OC)c1OC)C(=O)CC2 | -16% | -4% | 0.2% | 15% | ? | -8% | i | -0.3 | 0%
COc1ccc(-c2cc(C(F)(F)F)nc(SCC(=O)NCC(C)C)n2)cc1OC | -11% | 23% | 0.6% | 11% | . | 5% | . | . | .
CCOc1ccc(NC(=O)CSc2nc3ccccc3c(=O)n2CCCC(=O)N2CCCC2)cc1 | -10% | 0% | -0.1% | -1% | . | 1% | . | -2.3 | 0%
CCN(CC)CCCn1c2c(c(SCC(=O)Nc3cc(C)on3)nc1=O)CCC2 | 11% | 11% | 0.8% | -1% | i | 12% | i | -0.7 | 0%
CC(=O)c1ccc(NC(=O)Cn2c(=O)n(Cc3ccco3)c(=O)c3sc4ccccc4c32)cc1 | -6% | 0% | 5.3% | -9% | i | 9% | . | . | .
Cc1c(C=O)c(C=O)c(C)n1Cc1ccccc1 | -8% | -14% | 5.8% | -70% | . | -23% | i | 1.2 | 0%
Cc1ccc(S(=O)(=O)NCC2CCC(C(=O)NCc3ccc(F)cc3)CC2)cc1 (centres undefined) | 2% | -25% | -0.5% | -3% | . | ? | . | . | .
Cc1[nH]nc(SCC(=O)NCC(C)C)c1[N+](=O)[O-] | 0% | -4% | -0.5% | -8% | i | 2% | i | 2.0 | 0%
CCc1cccc(NC(=O)C2CCN(S(=O)(=O)c3ccc4c(c3)CC(C)N4C(C)=O)CC2)c1 (centres undefined) | -19% | -31% | -0.6% | -32% | i | 7.3µM* | i | -3.2 | ?
Cc1cnc(CN(C)Cc2nc(Cc3cccc(C(F)(F)F)c3)no2)[nH]1 | 2% | -10% | 0.5% | -1% | i | 6% | i | 0.1 | 1%
CCC(C)NC(=O)CN1C(=O)CC(C)(C)S(=O)(=O)c2ccccc21 (centres undefined) | 2% | 20% | -1.1% | 0% | i | 3% | i | 0.7 | -5%
COCCNC(=O)c1ccc(CSCc2cccc(Cl)c2)o1 | 1% | 3% | -1.0% | -2% | i | 0% | i | 1.0 | 0%
CC(C)(C)c1nc(SCC(=O)Nc2ccc(N3CCOCC3)cc2)c2ccccc2n1 | -11% | -11% | 2.9% | -15% | ? | -10% | i | -1.3 | -5%
Cc1cc(C)cc(NC(=O)c2cccc(NC(=O)C3C4CC5OC(=O)C3C5C4)c2)c1 (centres undefined) | -25% | 9% | -0.1% | -16% | i | ? | i | -2.5 | 0%
CC(C)(C)N(Cc1ccccc1)C(=O)CCc1ccccc1 | 2% | 1% | 0.2% | -2% | i | -1% | i | 0.5 | -2%
CC#C[C@]1(O)CC[C@H]2[C@@H]3CCC4=CC(=O)CCC4=C3[C@@H](c3ccc(N(C)C)cc3)C[C@@]21C | -19% | 0% | -0.4% | -23% | i | 23µM* | i | -2.0 | 2%[15.4 µM]
Cc1ccc(S(=O)(=O)Nc2cc(S(=O)(=O)N3CCCCC3)ccc2N2CCOCC2)cc1 | 2% | 21% | -0.6% | 7% | i | -4% | i | 1.3 | -2%
CSCC(C)N1CCC(n2nccc2NC(=O)CCc2ccccc2)CC1 (centres undefined) | 4% | 1% | -0.8% | 3% | i | 12% | i | 1.7 | 1%
COc1ccc(Cl)cc1S(=O)(=O)N(C)CC(=O)NCc1ccc2c(c1)OCO2 | 0% | -24% | -0.5% | 6% | i | 3% | i | -1.8 | -3%
CCC(C)NC(=O)C1CCN(S(=O)(=O)c2ccc3c(ccn3CC)c2)CC1 (centres undefined) | 2% | 8% | 2.5% | 7% | i | . | . | . | .
O/N=C1\CCCc2c1nc(-c1ccccc1F)n2O | 1% | -22% | 0.1% | -4% | ? | 5% | i | -11 | 3%
O=c1[nH][nH]c2c1[C@H](c1ccc(Cl)cc1)O[C@H](C1CC1)C2 | . | . | 0.4% | . | i | . | i | 0.8 | .
Cc1ccc(S(=O)(=O)N2CCOCC2)cc1NC(=O)c1cc2ccccc2oc1=O | 1% | 0% | -1.6% | -22% | i | 1% | i | 0.0 | 2%
CCOc1ccc(CCNC(=O)C2CCN(S(=O)(=O)N3CCOCC3)CC2)cc1OCC | -2% | 6% | -0.5% | 0% | i | 8% | i | 2.5 | -4%
COc1ccc([C@H]2CC(=O)C=C(c3cccc(Cl)c3)C2)cc1 | 11% | ? | 2.5% | -20% | i | ? | i | -2.6 | 1%
O=C(COc1ccc(F)cc1)N(c1ccccn1)C1CCCCC1 | -7% | 1% | -0.6% | -20% | i | -3% | i | -4.1 | 1%
COc1ccc(CCC(=O)Nc2nccs2)cc1OC | 3% | 2% | 0.2% | -3% | i | 0% | i | -1.1 | 0%
Cc1ccc(Cl)cc1NC(=O)Cn1c(C)csc1=O | -2% | 14% | 0.3% | 2% | ? | 8% | i | -0.9 | 1%
COC(=O)N/N=C(\C)c1ccc(Br)cc1 | -1% | 4% | -0.2% | 0% | i | . | i | -1.8 | 1%
C=C(C)CNC(=S)NNC(=O)CCn1c2ccccc2c2ccccc21 | -7% | ? | 2.8% | -6% | i | -14% | i | -0.4 | 2%
Cc1ccc(-c2noc(-c3ccccc3NC(=O)c3ccccc3)n2)cc1 | 5% | -8% | 1.0% | -5% | . | 12% | . | . | .
CCN(CC)C(=O)C1=C(C)N(Cc2ccc(OC)cc2)C(=O)C(CC(=O)NCC2CCCCC2)C1 (centres undefined) | . | 0% | 0.0% | 4% | i | . | i | -1.1 | .
Cn1c(SCc2nc3ccccc3s2)nnc1-c1cccs1 | 14% | -9% | 23% | -32% | i | ? | i | -3.5 | -1%
Oc1ccc(-c2csc(-c3c[nH]c4ccccc34)n2)c(O)c1 | 0% | -30% | 15% | -12% | i | ? | i | 0.1 | -2%
Cn1c(=O)[nH]c(=O)c2c1nc(NC1CCCCC1)n2CCO | 2% | 6% | -0.4% | -2% | i | 4% | i | -4.4 | 1%
CCOC(=O)C(NC(=O)Nc1ccc(F)cc1F)(Oc1ccccc1)C(F)(F)F (centres undefined) | -3% | 1% | 0.2% | 8% | i | -6% | i | -0.9 | 2%
CCc1ccc(C(=O)NCc2cccs2)s1 | 9% | 8% | -0.5% | -12% | i | ? | i | -4.0 | 1%

An excerpt from above, showing only Akt phos inh:
SMILES,Akt phos inh
Cc1ccc(NC(=O)N(CCC(=O)O)Cc2ccccc2)cc1,i
Cc1ccc(NC(=O)c2ccc(S(=O)(=O)NCc3ccco3)cc2)nc1,i
C=CCOc1ccc(/C(O)=C2/C(=O)C(=O)N(CCN3CCOCC3)C2c2ccc(C)cc2)cc1 (centres undefined),i

Source: PubChem
